BL2 CD40 inh: inhibitors of CD40-induced NF-kB signaling, primary screen, BL2 cells, luciferase reporter, single point. CD40L-induced, 4 h. inhibition, % at 10 µM. hit rate 0.94% among 83,000;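 active means mean inhibition of at least 50% with a set share of replicates also reaching that level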;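 further: 0% = neutral control wells and 100% = IKK inhibitor VII at 50 µM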
An asterisk follows results filed as active; & = joins results of further samples; [ ] = remark or other dose. Only part of the results is shown. The share of hits here may be higher or lower than overall.

entry	BL2 CD40 inh	molecule
1	14	Cc1ccccc1NC(=O)C1=CC=CN2CCS(=O)(=O)N=C12
2	3	CC1(C(=O)NS(=O)(=O)c2cccc(C#N)c2)CCN1C(=O)CCC1CCCC1 (stereo unspecified)
3	9	CC(NC(=O)COc1ccccc1F)C1CC2CCC1C2 (stereo unspecified)
4	-1	C[C@@H]1CN([C@H](C)CO)C(=O)c2ccccc2-c2ccccc2CO[C@H]1CN(C)C(=O)Nc1ccc(F)cc1
5	2	O=C(NCCCc1ccccn1)C1CCC(=O)N(Cc2cccc(F)c2)C1 (stereo unspecified)
6	6	COc1ccc(C(=O)Nc2cc(S(=O)(=O)N3CCCC3)ccc2Cl)cc1
7	4	CCN1CCN(c2ccc(S(=O)(=O)N3CCCCC3)cc2NC(=O)/C=C/c2ccc(OC(F)F)cc2)CC1
8	33[25 µM]	C[C@H]1CN([C@@H](C)CO)C(=O)c2ccccc2-c2ccccc2CO[C@H]1CN(C)Cc1ccccc1C(F)(F)F
9	-8	CN(C)c1ccc(-c2nnc(SCC3CCCO3)n2C)cc1 (stereo unspecified)
10	-5[25 µM]	O=C(CN1CCOCC1)N1CCCCN2[C@H](CO)[C@H](c3ccc(Br)cc3)[C@H]2C1
11	-8	OC(c1ccc(F)cc1)c1nc(-c2cccc(C(F)(F)F)c2)cs1 (stereo unspecified)
12	-2	CCC(C)(C)C1CCC(NC(=O)c2ccc(S(=O)(=O)N3CCOCC3)cc2)CC1 (stereo unspecified)
13	-13	CCN(CC)c1ccc(NC(=O)COC(=O)CCc2cc(OC)c(OC)c(OC)c2)cc1
14	3	Cc1c(C(=O)OCC(=O)N(C)c2ccccc2)cccc1[N+](=O)[O-]
15	-54	c1coc(CN2CN=C(Nc3nc4ccccc4s3)NC2)c1
16	9	COc1cccc2c(=O)c(C/C=C(/C)Cl)c(C)[nH]c12
17	5	O=C(CN1CCCCC1)Nc1ccc(S(=O)(=O)N2CCOCC2)cc1
18	-15	N/C(=N\OC(=O)CCCOc1ccc(Cl)cc1Cl)c1ccccn1
19	2	CCCNC(=O)N1[C@H](CNC(=O)CC)[C@@H](c2ccc(C3=CCCC3)cc2)[C@@H]1CO
20	18[25 µM]	C[C@H]1CCCCO[C@H](CN(C)S(=O)(=O)c2ccccc2)[C@@H](C)CN([C@@H](C)CO)C(=O)c2cc(NC(=O)Nc3ccc4c(c3)OCO4)ccc2O1

Remaining list, next part:
entry	BL2 CD40 inh	molecule
21	18[25 µM]	C/C=C/c1ccc([C@@H]2[C@@H](CO)N(c3nc(CC)cs3)[C@@H]2CNC(C)C)cc1
22	10	Cc1cccc(N2CC(C(=O)OCC(=O)Nc3sccc3C(N)=O)CC2=O)c1C (stereo unspecified)
23	-5	CO[C@@H]1CN(C)C(=O)c2cc(NC(=O)C3CCOCC3)ccc2OC[C@@H](C)N(CC2CC2)C[C@H]1C
24	7	CCOC(=O)Cc1c(C)nc2c(C#N)c(C)nn2c1C
25	3	O=C(OCc1ccc(F)cc1)c1cc(S(=O)(=O)N2CCCCC2)ccc1N1CCOCC1
26	9	Cc1nn(CCCC(=O)O)c(C)c1[N+](=O)[O-]
27	-4[25 µM]	COCC(=O)N1CC2(C1)[C@@H](c1ccccc1)[C@@H](CO)N2CCC(F)(F)F
28	10	N#CCSc1nc2c(c(=O)n1Cc1ccco1)C1(CCCC1)Cc1ccccc1-2
29	-46	Cc1csc(NC(=O)CSc2ccccc2F)n1
30	-4	N#C[C@@H]1[C@H](c2ccc(C#CC3CCCCC3)cc2)[C@H](CO)N1C(=O)Cc1ccccn1
31	-13	OC(c1cccc(Cl)c1)c1ncc(-c2ccc3ccccc3c2)[nH]1 (stereo unspecified)
32	2	O=C(Nc1ccccc1)N1CCCCC1c1cccnc1 (stereo unspecified)
33	-1	Cc1cc(NC(=NC2CC2)c2ccccc2F)n(-c2ccccc2)n1
34	3	C[C@@H]1CN([C@H](C)CO)C(=O)CCCn2nncc2CO[C@@H]1CN(C)Cc1ccc2c(c1)OCCO2
35	3	O=C(C[C@H]1C[C@H]2c3cc(NC(=O)NC4CCCCC4)ccc3O[C@H]2[C@@H](CO)O1)NC1CCCC1
36	-6[25 µM]	CCC(=O)N1[C@H](C#N)[C@@H](c2ccccc2-c2cccc(C)c2)[C@@H]1CO
37	11	Cc1ccc(/C=C/S(=O)(=O)NCC(=O)O)cc1
38	1	COc1ccccc1C(=O)NCCC(=O)N1CCN(c2ccccc2Cl)CC1
39	4	O=C(Nc1ccccc1N1CCCCC1)C1CCN(S(=O)(=O)c2ccccc2C(F)(F)F)CC1
40	5	CN(Cc1ccccc1)S(=O)(=O)c1ccc2c(c1)CCC(=O)N2

The results go on:
entry	BL2 CD40 inh	molecule
41	-1[25 µM]	CN(C)C(=O)c1ccc(-c2cccc(-c3nc(C(=O)NC4CCCCC4)cc4c3[C@H](CCO)N([S@@](=O)C(C)(C)C)C4)c2)cc1
42	4[25 µM]	COc1ccccc1CNC(=O)C[C@@H]1C[C@@H]2c3cc(NS(=O)(=O)c4ccc(F)cc4)ccc3O[C@@H]2[C@H](CO)O1
43	4	COc1ccc(/C=N/NC(=O)C2(O)c3ccccc3-c3ccccc32)cc1
44	7	Cc1ccc(S(=O)(=O)N2CCN(C(=O)CN3CCCCC3)C2)cc1
45	8	Cc1ccc(-c2nnn(CC(=O)N(C)C3CCCCC3)n2)o1
46	-5[25 µM]	O=C(c1ccc2c(c1)OCO2)N1C[C@@H]2[C@H](c3ccccc31)[C@H](CO)N2Cc1ccccc1Cl
47	4	COC(=O)CNC(=O)c1ccc(OC2CCN(C(=O)C3CC3)CC2)cc1
48	4[25 µM]	CO[C@H]1CN(C)C(=O)c2cc(NC(=O)Nc3cccc(Cl)c3)ccc2OC[C@H](C)N(C(=O)Nc2c(C)noc2C)C[C@@H]1C
49	-5	CS(=O)(=O)N(CC(=O)O)c1ccc(C23CC4CC(CC(C4)C2)C3)cc1
50	11	O=C(O)c1ccc(CSc2ccccn2)cc1
51	6	COc1ccc(OC)c(S(=O)(=O)NC(C)c2ccc(-n3ccnc3)cc2)c1 (stereo unspecified)
52	-35	Cc1[nH]c2ccc(C(=O)NC3CCCC3)cc2c1C
53	2	O=C(O)C(Cc1ccccc1)N1C(=O)c2cccc3cccc(c23)C1=O (stereo unspecified)
54	18	Cc1onc(-c2ccccc2)c1-c1ccnc(N)n1
55	-16	N#C[C@@H]1[C@@H](c2ccc(C#Cc3cccc(F)c3)cc2)[C@H](CO)N1C(=O)C1CC1
56	0	CCOC(=O)C1(Cc2cccc(F)c2)CCN(C(=O)c2cscn2)CC1
57	-17[25 µM]	CO[C@@H](CN(C)C(=O)C1CCOCC1)[C@@H](C)CN(C(=O)Nc1ccc(C(F)(F)F)cc1)[C@@H](C)CO
58	4[25 µM]	COc1cccc(C#Cc2ccc3c(c2)[C@H]2[C@H](CCN2C(=O)c2ccccc2F)[C@@H](CO)N3)c1
59	-1[25 µM]	N#C[C@@H]1N[C@@H](CO)[C@H]1c1ccc(C#CC2CCCCC2)cc1
60	6	CSCCC(NC(=O)c1ccccc1Br)C(=O)NCC(c1ccco1)N1CCCCC1 (stereo unspecified)

Next section
entry	BL2 CD40 inh	molecule
61	1	OCCC1CN(CC2CCCCC2)CCN1C1CCCC1 (stereo unspecified)
62	-3	CC(=O)Nc1cc(C(=O)N(C)Cc2ccccc2)ccc1S(=O)(=O)c1ccc(C)cc1
63	6	O=C(COC(=O)CCN1C(=O)c2cccc([N+](=O)[O-])c2C1=O)NCc1ccccc1
64	-4	Clc1cccc(N2CCN(CCCN3CCN(c4ccccc4)CC3)CC2)c1
65	19	O=C(Cc1ccccc1)NC1(Cc2ccc(O)cc2)CCCCC1
66	-10	CCNC(=O)C1(C)CCCN(C(=O)c2sc(-c3ccccc3)nc2C)C1 (stereo unspecified)
67	-34&6[25 µM]	O=C(Nc1ccc(Cl)cc1)N1[C@@H]2CNC[C@H]1C2c1ccc(/C=C/c2ccccc2)cc1 (stereo partly specified)
68	13	Cc1nn(C2CCS(=O)(=O)C2)c(C)c1CN(C)C(=O)c1cccc(Cl)c1 (stereo unspecified)
69	6[25 µM]	CCCNC[C@H]1[C@@H](c2ccc(C3=CCCCC3)cc2)[C@@H](CO)N1C(=O)C1CCC1
70	8	COC(=O)NCc1ccc(Cl)c(Cl)c1
71	-11[25 µM]	C[C@H](NC(=O)C[C@H]1CC[C@@H]2[C@H](COc3ccc(NC(=O)C4CCOCC4)cc3C(=O)N2C)O1)c1ccccc1
72	-16	O=S(=O)(c1ccc(SCc2ccccc2)nc1)N1CCCC1
73	-36	Cc1nn(-c2ccccn2)c2c1-c1nc(N)ncc1CC2
74	-10	O=C(Nc1cn(-c2ccccc2)nc1-c1cccs1)c1ccco1
75	5	Cn1ncc(Br)c1C(=O)NC1CCCCCCC1
76	-4[25 µM]	CO[C@@H]1CC[C@H]2CCN(C)C(=O)[C@@H](C)N(C)C(=O)c3cccc(C#N)c3OC[C@@H]1O2
77	8[25 µM]	C/C=C/c1ccc([C@@H]2[C@@H](CO)N(Cc3ccccn3)[C@H]2CNC(=O)CC)cc1
78	-4	COc1ccc(NC(=O)Nc2ccccc2)cc1S(=O)(=O)N1CCCCC1
79	5	Cc1cc(C)c2sc(N)nc2c1
80	-3[25 µM]	Cc1noc(C)c1S(=O)(=O)Nc1ccc2c(c1)C(=O)N([C@@H](C)CO)C[C@@H](C)[C@@H](CN(C)Cc1ccc3c(c1)OCO3)O2

Given field by field: entries from further up.
73: Cc1nn(-c2ccccn2)c2c1-c1nc(N)ncc1CC2
  BL2 CD40 inh: -36

74: O=C(Nc1cn(-c2ccccc2)nc1-c1cccs1)c1ccco1
  BL2 CD40 inh: -10

75: Cn1ncc(Br)c1C(=O)NC1CCCCCCC1
  BL2 CD40 inh: 5

76: CO[C@@H]1CC[C@H]2CCN(C)C(=O)[C@@H](C)N(C)C(=O)c3cccc(C#N)c3OC[C@@H]1O2
  BL2 CD40 inh: -4[25 µM]

(next part)
entry	BL2 CD40 inh	molecule
81	-37	COc1cc2c(cc1NCc1ccccn1)oc1ccccc12
82	3	O=C(Cn1c(=O)cnc2ccccc21)N1CCN(S(=O)(=O)c2ccccc2Br)CC1
83	-4	COc1ccc(NC(=O)N(Cc2ccc(C)cc2)Cc2ccccn2)c(OC)c1
84	-19	CCN(CC)c1ccc(NC(=O)COC(=O)Cc2ccsc2)cc1
85	-1[25 µM]	CC(C)NC[C@H](O)COc1cccc2[nH]ccc12
86	-43	O=C(CCC1CCCN(C(=O)c2ccc3cc[nH]c3c2)C1)NCc1ccc(F)c(F)c1 (stereo unspecified)
87	-2	O=C1c2ccc3c4c(ccc(c24)C(=O)N1c1cccc(O)c1)CC3
88	-9[25 µM]	COCCN(C[C@H]1[C@H](c2ccccc2)[C@@H](CO)N1C(C)=O)C(=O)c1cccnc1
89	-15	Cc1ccc2cccc(OCC(=O)Nc3ccc(N4CCOCC4)cc3)c2n1
90	-11[25 µM]	CC(C)CC(NC(=O)OCC1c2ccccc2-c2ccccc21)C(=O)O (stereo unspecified)
91	-2	Cc1c(C(=O)CN2CCOCC2)[nH]c2ccccc12
92	7	CN(c1ccccc1)S(=O)(=O)c1ccc(C(=O)Nc2nnc(-c3ccco3)o2)cc1
93	-31	COCC1CCN(Cc2nc(-c3ccc4c(c3)OCO4)no2)C1 (stereo unspecified)
94	-59	c1ccc(CSc2nnc(-c3ccncc3)o2)cc1
95	9	Cc1cc(C)c(OCCCCCNCCO)c(C)c1
96	3	COc1ccc(CCN2C(=O)C3C4C=CC(C3C2=O)C2C(=O)N(CCc3ccc(OC)c(OC)c3)C(=O)C42)cc1OC (stereo unspecified)
97	-1	O=C(COC(=O)Cc1ccccc1F)Nc1ccc2[nH]c(=O)[nH]c2c1
98	-11[25 µM]	COCC(=O)Nc1ccc2c(c1)C(=O)N(C)[C@H]1CC[C@H](CC(=O)NC3Cc4ccccc4C3)O[C@H]1CO2
99	11	CC(C)OCCCNC(=O)C(NS(=O)(=O)c1ccc2c(c1)c(=O)n(C)c(=O)n2C)c1ccccc1 (stereo unspecified)
100	-8&0[25 µM]	N#Cc1cccc(-c2ccc(C3[C@@H]4CN(C(=O)Cc5ccncc5)C[C@H]3N4)cc2)c1 (stereo partly specified)

Next part.
entry	BL2 CD40 inh	molecule
101	-26	CCC(C)NC(=O)CCCc1ccccc1 (stereo unspecified)
102	5	CC(c1ccccc1)n1c(S(=O)(=O)O)nc2ccccc21 (stereo unspecified)
103	3	O=C(O)CCCC(=O)N1CCc2cc(S(=O)(=O)NCc3ccccc3)ccc21
104	34	COc1ccc(S(=O)(=O)N(C)C[C@@H]2Oc3ccc(NC(=O)Nc4ccccc4)cc3CC(=O)N([C@@H](C)CO)C[C@@H]2C)cc1
105	-5	CC(=O)Nc1ccc2c(CN3C(=O)NC(C)(c4ccc(C)cc4)C3=O)cc(=O)oc2c1 (stereo unspecified)
106	1	CCOC(=O)c1c(C)n(C)c2c(C)cc(O)c(OC(=O)CC)c12
107	0[25 µM]	COC(=O)C[C@H]1CC[C@@H]2[C@H](COC[C@H](O)CN2S(=O)(=O)c2ccccc2OC)O1
108	7	O=C(CSc1ncccn1)NC(=O)NCc1ccco1
109	12	CN(C)S(=O)(=O)c1ccc(Cl)c(NC(=O)COC(=O)c2ccc(O)cc2)c1
110	0[25 µM]	C[C@@H]1CN([C@H](C)CO)C(=O)c2cccc(N(C)C)c2O[C@H]1CN(C)C(=O)Nc1ccc(F)cc1
111	-10	O=C(Nc1ccccc1)N(Cc1ccccc1)Cc1ccccc1
112	1[25 µM]	CN(C)C(=O)C[C@@H]1C[C@H]2c3cc(NC(=O)c4cccnc4)ccc3O[C@H]2[C@H](CO)O1

Ordered by value in BL2 CD40 inh (rising): some entries from above.
entry	BL2 CD40 inh	molecule
89	-15	Cc1ccc2cccc(OCC(=O)Nc3ccc(N4CCOCC4)cc3)c2n1
5	2	O=C(NCCCc1ccccn1)C1CCC(=O)N(Cc2cccc(F)c2)C1 (stereo unspecified)
68	13	Cc1nn(C2CCS(=O)(=O)C2)c(C)c1CN(C)C(=O)c1cccc(Cl)c1 (stereo unspecified)

An excerpt from the list above, for reference:
entry	BL2 CD40 inh	molecule
101	-26	CCC(C)NC(=O)CCCc1ccccc1 (stereo unspecified)
102	5	CC(c1ccccc1)n1c(S(=O)(=O)O)nc2ccccc21 (stereo unspecified)
